Compound activity from PubChem BioAssay.
AmpC no deterg: AmpC beta-lactamase inhibition without detergent; Potency, µM (titrated, usually from 57.1 µM), without a hit: at the highest dose activity change, negative = inhibition, most hits filed as inhibitors; actives 0.52% (n = 330,000); P00811; AmpC nitrocefin hydrolysis, absorbance 480 nm, 0.0001% Triton;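 further: potency means the concentration at half of the fitted maximal effect; plate controls were no compound for no effect and no enzyme for full effect; nearly all actives have a fitted effect of over 20% in size; some results filed as inactive show a strong effect at the top dose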
Target sequence (P00811 whole entry, looked up): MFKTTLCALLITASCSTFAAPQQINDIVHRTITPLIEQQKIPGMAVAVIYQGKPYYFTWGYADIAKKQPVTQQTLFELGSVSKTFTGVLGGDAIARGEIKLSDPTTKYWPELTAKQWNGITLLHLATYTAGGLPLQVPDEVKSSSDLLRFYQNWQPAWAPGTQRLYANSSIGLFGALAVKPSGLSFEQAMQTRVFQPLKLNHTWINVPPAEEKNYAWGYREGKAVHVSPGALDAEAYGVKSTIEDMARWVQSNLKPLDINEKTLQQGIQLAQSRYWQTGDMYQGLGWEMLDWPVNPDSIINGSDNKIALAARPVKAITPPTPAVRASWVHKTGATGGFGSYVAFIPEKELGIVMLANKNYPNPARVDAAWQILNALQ
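AmpC (5.3 nM in the dispensed reagent) in 20 mM phosphate pH 7.0 with 0.01% (detergent screen) or 0.0001% Triton X-100 was preincubated with compounds for 15 min at room temperature. Nitrocefin was then added from an 800 uM solution, and hydrolysis was followed at 480 nm.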
HCMV inh: human cytomegalovirus inhibition; HFF cells, HCMV-luciferase reporter, 72 h; active compounds read low; activity change, negative = inhibition, % at 57.5 µM; actives 4.5% (n = 410,000); in the data active means activity change below about -60%; inconclusive means no clear call, values can overlap the other calls; inactive means above about -39%
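Human foreskin fibroblasts infected with luciferase-reporter HCMV at MOI 1 PFU/cell, compounds at two doses. Luciferase measured 72 h post infection; normalized to buffer-only basal and Salinomycin (10uM) controls.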
Sm TGR inh: S. mansoni TGR enzyme inhibition; purified TGR, DTNB reduction, TNB absorbance 405 nm; Potency, µM (series often up to 114 µM), for the others: top-dose activity change, negative = inhibition, hits mostly inhibitors; actives 3% (n = 360,000); AID 485364; further: potency means the concentration at half of the fitted maximal effect; nearly all actives have a fitted effect of over 60% in size
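Kinetic colorimetric format: TGR-catalysed, NADPH-driven DTNB reduction monitored via TNB absorbance. Enzyme dispensed at 20 nM; compound exposure 15 min at room temperature before reaction start.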
FBPA Giardia inh: Giardia lamblia aldolase inhibition | A8B2U2 | AID 2451 | Potency, µM (doses to about 59.6 µM), without a hit: top-dose activity, negative = inhibition, hits mostly inhibitors | actives 0.71% (n = 290,000) | purified Giardia FBPA; further: potency means the concentration at half of the fitted maximal effect; nearly all actives have a fitted effect of over 55% in size
Target sequence (A8B2U2 whole entry, looked up): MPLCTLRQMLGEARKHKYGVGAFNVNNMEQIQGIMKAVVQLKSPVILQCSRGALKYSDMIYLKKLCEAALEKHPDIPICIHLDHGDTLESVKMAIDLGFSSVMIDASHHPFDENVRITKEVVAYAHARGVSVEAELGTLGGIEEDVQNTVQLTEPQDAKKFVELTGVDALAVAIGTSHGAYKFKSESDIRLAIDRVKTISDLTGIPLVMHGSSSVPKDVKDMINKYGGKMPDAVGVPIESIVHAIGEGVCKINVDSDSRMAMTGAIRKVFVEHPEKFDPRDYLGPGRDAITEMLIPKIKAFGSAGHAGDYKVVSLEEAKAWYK
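40 nM FBPA preincubated 10 min at RT with compound (up to 57.5 uM final), then substrate plus GAPDH/TPI/NAD/arsenate coupling and diaphorase/resazurin added. Fluorescence read after 20 min at RT, 525/598 nm.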
HCV inh: HCV inhibition; Huh7.5.1 HCVcc-Cre infection, luciferase reporter, 44 h; Potency, µM (doses to about 41.8 µM), for the others: at the top dose activity change, negative = inhibition, hits mostly inhibitors; actives 3.4% (n = 340,000); AID 651820; further: potency means the concentration at half of the fitted maximal effect
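HCVcc-Cre virus at an moi near 0.5 was added right after compound to cells cultured 4 h from seeding (1,000 cells/well). Luciferase activity was determined 44 h later, 15 min after substrate addition at RT.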
AmpC detergent: AmpC beta-lactamase inhibition with detergent present; Potency, µM (series often up to 114 µM), for the others: at the highest dose activity change, negative = inhibition, usual class: inhibitors; P00811; AmpC hydrolysis of nitrocefin, absorbance 480 nm, 0.01% Triton; actives 0.041% (n = 370,000);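 further: potency means the concentration at half of the fitted maximal effect; 0% = no-compound wells and -100% = no-enzyme wells; nearly all actives have a fitted effect of over 25% in size; some results filed as inactive show a strong effect at the top dose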
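AmpC (5.3 nM in the dispensed reagent) in 20 mM phosphate pH 7.0 with 0.01% (detergent screen) or 0.0001% Triton X-100 was preincubated with compounds for 15 min at room temperature. Nitrocefin was then added from an 800 uM solution, and hydrolysis was followed at 480 nm.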
* marks the source's active call; other numbers are inactive results; ? = inconclusive; / = no result given; & = joins results of further samples; [ ] = remark or other dose. Unless noted, the call rests on the fitted dose curve; in most records, active means well fitted curve in the direction sought with a large enough effect; inconclusive means small, poorly fitted or top-dose-only effect, or another doubt; inactive means no such curve, though single readings can be large; an effect the other way counts as inactive or inconclusive. Unless noted, on the % scale 0 is the no-effect control and ±100 the full control effect.

1	Clc1cccc(C2NCCc3[nH]cnc32)c1 (configuration not stated)
2	CCCCCCCCOC(=O)c1c(CSC(=N)N)n(C)c2cc(Br)c(OC(C)=O)cc12
3	CC(=O)c1ccc(NC(=O)Cn2cnc(S(=O)(=O)N3CCCCC3)c2)cc1
4	COC(=O)CC[C@@H](C(=O)O)N1C(=O)c2ccccc2C1=O
5	CCNC(=S)NCCN1CCOCC1
6	CCc1ccc(C2=C(C)C(N3CCC(C(=O)NCc4ccc(C)o4)CC3)=NS2(=O)=O)cc1
7	COCCCNC(=O)C1CCN(S(=O)(=O)N(CC(C)C)CC(C)C)CC1
8	C/C(=N\NC(=O)c1ccco1)c1ccc(-c2ccccc2)cc1
Compound,1,2,3,4,5,6,7,8
AmpC no deterg,-22.6%,41.7%,7.9%,-2.6%,4.1%,/,61.3%[activator],-24.7%
HCMV inh,-24.4,-91.7*,38.7,13.4,46.1,-21.3,-36.9,65.1
Sm TGR inh,16.1%,-10.2%,3.9%,-9.0%,6.2%,-2.8%,-24.4%,-20.0%
FBPA Giardia inh,-5.9%,2.2%,/,4.4%,-4.4%,/,5.5%,7.9%
HCV inh,7.9%,11.2µM*,-0.2%,6.5%,5.4%,/,?,-12.5%
AmpC detergent,1.1%,0.3%,-0.2%,?,?,-2.8%,3.9%,-10.9%

9	CC(=O)Cc1nsc(NC(=O)c2ccc(-c3cccc(Cl)c3)o2)n1
10	CCN1C(=O)C(CC(=O)Nc2ccc(OC)cc2)N(CCCN2CCN(c3ccc(OC)cc3)CC2)C1=S (configuration not stated)
11	CCN(Cc1cnn(C)c1)Cc1nc(C(c2ccccc2)c2ccccc2)no1
12	O=C(COC(=O)/C=C/c1ccc(OC(F)F)cc1)NC(=O)NC1CCCCC1
13	CC(C)C(=O)Nc1nc(-c2ccc(S(=O)(=O)N3CCOCC3)cc2)cs1
14	Cc1nnsc1C(=O)NCc1c(F)cccc1Cl
15	Cc1cc(C)cc(NS(=O)(=O)c2cc(Br)cnc2N)c1
16	CCOc1ccc2c(c1)c(=O)c(C(=O)c1ccc(C)cc1)cn2Cc1ccccc1OC
Compound,9,10,11,12,13,14,15,16
AmpC no deterg,-11.8%,100.4%[activator],243.9%[activator],-20.8%,21.9%,-13.9%,-24.5%,/
HCMV inh,?,-7.1,-31.2,-5.1,-29.9,51.4,-4.6,?
Sm TGR inh,?,-6.4%,3.5%,/,-5.8%,-1.4%,-4.6%,1.9%
FBPA Giardia inh,-7.7%,-5.4%,2.7%,/,/,3.1%,/,/
HCV inh,-2.0%,11.2µM*,1.8%,9.6%,-27.3%,16.5%,5.6%,/
AmpC detergent,-7.6%,?,8.6%,/,-1.5%,8.0%,-1.2%,-13.3%

17	CCOc1ccc(CCNC(=O)CCCc2nnc3n(C)c(=O)c4sccc4n23)cc1OCC
18	CCc1sc(NS(C)(=O)=O)nc1-c1ccccc1
19	COCc1nc2sc3c(c2c(=O)[nH]1)CCCC3
20	CC1CCN(CCC(=O)Nc2nccs2)CC1
21	CCCN(CCC)CCNC(=O)c1nn(C)c2c1CS(=O)(=O)c1ccccc1-2
22	COc1ccc(C2=NS(=O)(=O)N(C)C(C(=O)NC(C)c3ccccc3)=C2)cc1OC (configuration not stated)
23	COc1ccc(C(=O)CCN2CCN(c3ccccc3OC)CC2)cc1
24	COc1ccc(NC(=O)CCS(=O)(=O)c2ccc3c(c2)oc(=O)n3C)cc1OC
Compound,17,18,19,20,21,22,23,24
AmpC no deterg,/,-26.0%,-2.2%,-20.2%,/,114.4%[activator],9.0%,-3.3%
HCMV inh,15.0,22.4,-10.6,5.7,4.9,-17.2&-15.6,-24.4,-17.9&11.1
Sm TGR inh,-3.3%,4.1%,2.1%,-2.1%,7.9%,-11.4%&-6.7%,0.562µM*,-14.0%&-24.9%
FBPA Giardia inh,/,-4.7%,-1.9%,-6.9%,/,-7.4%,?,/
HCV inh,/,4.5%,5.1%,9.6%,/,-18.4%,-25.9%,11.7%
AmpC detergent,-0.1%,?,?,5.0%,18.0%,?,?,-0.6%&10.4%

25	O=S(=O)(c1ccc(F)cc1)N(CCO)CC(O)Cn1c2ccccc2c2ccccc21 (configuration not stated)
26	COc1ccc(-c2csc(NC(=O)CN3C(=O)NC4(CCCC4)C3=O)n2)cc1
27	O=C(CNC(=O)c1ccccc1Cl)NC1CCN(Cc2ccccc2)CC1
28	COc1ccc(C2(C)NC(=O)N(CC(=O)Nc3ccc(-c4nc5ccc(C)cc5s4)cc3)C2=O)cc1 (configuration not stated)
29	CCN(CC)c1nc(-c2ccc(Cl)cc2)cc(C(F)(F)F)c1C#N
30	Cc1cc(=O)n(-c2ccc(O)cc2)[nH]1
31	CC(C)COC(=O)c1cc(=O)[nH]c2ccccc12
32	COc1ccc(C(=O)c2oc3ccccc3c2NC(=O)c2cc(=O)c3ccc(C)cc3o2)cc1Cl
Compound,25,26,27,28,29,30,31,32
AmpC no deterg,103.4%[activator],-21.5%,-11.6%,-3.0%[2.29 µM],-11.4%,-27.4%,-25.1%,/
HCMV inh,41.6,-12.8,1.5,69.6,-5.9,-19.2,-11.6,-5.6
Sm TGR inh,0.0%,-3.7%,5.6%,-13.0%,8.7%,26.2%,15.8%,-10.1%
FBPA Giardia inh,-2.1%,/,-2.9%,-0.9%,-1.0%,0.5%,4.8%,/
HCV inh,-10.5%,?,-14.3%,?,18.8%,-0.6%,5.5%,/
AmpC detergent,-11.5%,?,-6.8%,-1.0%,3.1%,-14.2%,-0.3%,3.3%

33	COC(=O)c1ccc(CSc2nc3c([nH]c4ccccc43)c(=O)n2-c2ccc(Cl)cc2)o1
34	COc1cc(C)nc(N2CCC(C(N)=O)CC2)n1
35	CN1CCN(C(=O)c2ccccc2NC(=O)c2sc3ccccc3c2Cl)CC1
36	COC(=O)c1c(NC(=O)c2nc(SCc3ccccc3C)ncc2Cl)sc2c1CCCC2
37	Cc1cccc(-c2nc3c(s2)CCc2onc(-c4ccc(Br)cc4)c2-3)c1
38	CC(C)(C)c1ccc(OCc2ccc(C(=O)N/N=C/c3ccc(O)c(O)c3)cc2)cc1
39	CCCn1c(O)c(N=NC(=O)CNC(=O)Cc2ccc(OC)cc2)c2ccccc21
40	CCOC(=O)C1CCN(c2cc3c(cc2NC(=O)c2ccccc2)n(C)c(=O)n3C)CC1
Compound,33,34,35,36,37,38,39,40
AmpC no deterg,/,-19.7%,82.1%[activator],/,-25.3%,14.1µM*,12.2%,3.9%
HCMV inh,?,10.4,-10.2,8.3,-38.0,1.7,6.4,0.0
Sm TGR inh,-5.7%,18.5%,2.2%,7.3%,0.9%,-0.7%,-2.4%,1.9%
FBPA Giardia inh,/,0.8%,3.8%,/,6.0%,-20.9%,/,-15.4%
HCV inh,/,4.5%,-6.1%,/,6.4%,5.62µM*,-18.6%,-24.6%
AmpC detergent,10.6%,-12.5%,0.1%,19.0%,-11.1%,-0.7%,-2.4%,-0.2%

41	NC(=O)CN1C(=O)NC(c2ccccc2)(c2ccccc2)C1=O
42	Cc1cc2c(n1-c1ccc(Br)cc1)CC(C)(C)CC2=O
43	O=C(Nc1ccc(N2CCN(C(=O)c3ccccc3)CC2)cc1)c1cccnc1
44	Cc1nn(CC(=O)Nc2cccnc2)c(=O)c2ccccc12
45	C[C@H]1CN([C@@H](C)CO)C(=O)c2cc(NC(=O)c3ccncc3)ccc2O[C@H]1CN(C)Cc1ccc(C(=O)O)cc1
46	O=C(NCCc1ccccc1)c1nc2ncccn2n1
47	COc1ccc(NC(=O)CCN2CCN(c3ccc(F)cc3)CC2)cc1
48	O=C(CN1C(=O)NC(Cc2c[nH]c3ccccc23)C1=O)Nc1ccc(F)cc1F (configuration not stated)
Compound,41,42,43,44,45,46,47,48
AmpC no deterg,-3.0%,18.4%,2.0%,-8.9%,-14.5%,-3.2%,-6.4%,-27.8%
HCMV inh,-30.5,?,3.3,-9.7,-4.7,4.5,-75.6*,-2.6
Sm TGR inh,-10.6%,7.1%,-5.3%,/,/,0.0%,-1.6%,/
FBPA Giardia inh,6.5%,2.9%,6.1%,-1.2%,/,0.8%,-5.1%,/
HCV inh,15.8%,-29.2%,5.3%,-21.9%,-15.2%,13.3%,-3.5%,-14.4%
AmpC detergent,-8.7%,-17.0%,-6.8%,2.7%,/,-4.9%,1.0%,/

49	Cc1cc(=O)[nH]c(SCCCOc2ccc3c(c2)CCC3)n1
50	CCN(CC)S(=O)(=O)c1ccc(Cl)c(NC(=O)c2cc(Cl)ccc2Cl)c1
51	CCCNC(=O)c1ccc(N2CCC3(CC2)CC(c2ccccc2)=NO3)c(N)c1
52	CCN(CC)c1ccc(/C=N/O)cc1
53	COc1ccc(-c2sc3cc(OC)c(OC)cc3c2C#CC(C)(C)O)cc1
54	CCCCCCSc1ccc([C@@H]2[C@@H]3C(=O)N(CC)C(=O)[C@@H]3[C@]3(C(=O)OC)CCCCN23)cc1
55	CN(C)S(=O)(=O)c1ccc(C(=O)NC2CCCc3ccccc32)cc1 (configuration not stated)
56	Cc1nn(C)cc1-c1n[nH]c(=S)n1-c1ccc(F)cc1
57	O=C(NCCCn1ccnc1)/C(=C\c1cccs1)NC(=O)c1ccccc1
Compound,49,50,51,52,53,54,55,56,57
AmpC no deterg,-13.0%,-6.3%,7.6%,-27.5%,136.9%[activator],52.7%,15.0%,2.1%,-47.3%
HCMV inh,-26.6,-15.5,11.1,23.6,-32.1,20.8,-1.9,32.7,-25.6
Sm TGR inh,-10.7%,-5.2%,-9.2%,1.4%,-20.6%,/,-13.0%,-19.8%,17.7%
FBPA Giardia inh,-9.5%,1.4%,-7.4%,-5.7%,/,/,-0.6%,?,2.2%
HCV inh,-12.8%,9.4%,-28.0%,5.4%,1.41µM*,-24.0%,-2.7%,-8.3%,9.4%
AmpC detergent,-7.2%,-14.1%,?,1.9%,1.0%,/,-9.2%,-9.5%,?

Some of these compounds in order of length of the SMILES, smallest number first:
57	O=C(NCCCn1ccnc1)/C(=C\c1cccs1)NC(=O)c1ccccc1
53	COc1ccc(-c2sc3cc(OC)c(OC)cc3c2C#CC(C)(C)O)cc1
50	CCN(CC)S(=O)(=O)c1ccc(Cl)c(NC(=O)c2cc(Cl)ccc2Cl)c1
Compound,57,53,50
AmpC no deterg,-47.3%,136.9%[activator],-6.3%
HCMV inh,-25.6,-32.1,-15.5
Sm TGR inh,17.7%,-20.6%,-5.2%
FBPA Giardia inh,2.2%,/,1.4%
HCV inh,9.4%,1.41µM*,9.4%
AmpC detergent,?,1.0%,-14.1%
